Source: PubChem BioAssay
LYPLA1 inh – counter-screen for PME1 inhibitors: inhibitors of human LYPLA1 | O75608 | recombinant LYPLA1, FP-Rh probe fluorescence polarization | inhibition, % at 5.9 µM | 0.16% of 320,000 active;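 active = inhibition above the mean of all tested compounds plus 3 SD, set per campaign, cut at about 14% in these data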;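 note: inhibitors block serine hydrolase probe labeling of LYPLA1 so polarization falls; 0% = enzyme with DMSO and 100% = wells lacking LYPLA1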
PAFAH2 FP inh – inhibitors of human PAFAH2. Q99487. recombinant PAFAH2, FP-rhodamine activity probe, fluorescence polarization. inhibition, % at 3.39 µM. 0.99% of 340,000 active. AID 492956;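 active = inhibition above the mean over all tested compounds plus 3 SD, cut at about 30% in these data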;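 note: inhibitors block probe labeling of enzyme so polarization drops; 0% = enzyme with DMSO and 100% = wells lacking PAFAH2 protein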
PAFAH1B3 FP inh – inhibitors of human PAFAH1B3 | Q15102 | recombinant PAFAH1B3, FP-rhodamine probe, fluorescence polarization | inhibition, % at 3.39 µM | 0.28% of 340,000 active;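 active = inhibition above the screen-wide average of all tested compounds plus 3 SD, cut at about 25% in these data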;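 note: 0% = enzyme with DMSO only and 100% = wells lacking PAFAH1B3 protein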
Target sequence (Q15102 whole entry, looked up): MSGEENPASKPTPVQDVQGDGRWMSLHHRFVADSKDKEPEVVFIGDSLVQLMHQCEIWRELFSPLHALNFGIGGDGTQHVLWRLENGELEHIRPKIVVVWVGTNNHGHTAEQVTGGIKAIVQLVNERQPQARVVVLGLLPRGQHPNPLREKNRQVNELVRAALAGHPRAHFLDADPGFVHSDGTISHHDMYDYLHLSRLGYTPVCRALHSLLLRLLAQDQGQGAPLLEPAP
LYPLA2 counter – counter-screen for PME1 inhibitors: inhibitors of human LYPLA2. O95372. recombinant LYPLA2, FP-Rh probe fluorescence polarization. inhibition, % at 5.9 µM. 0.38% of 320,000 active. AID 2177;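 active = inhibition above the screen-wide mean plus 3 SD, limit set per campaign, cut at about 26% in these data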;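 note: 0% = LYPLA2 with DMSO and 100% = wells lacking LYPLA2 enzyme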
PREPL inh – inhibitors of human prolyl oligopeptidase-like enzyme PREPL; inhibition, % at 5.96 µM; recombinant PREPL, fluorescence polarization activity-based probe; 0.68% of 320,000 active; AID 2751; Q4J6C6; in the data active = inhibition above about 43%;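 note: 0% = enzyme with DMSO and 100% = wells lacking enzyme; many of its hits are not listed in these tables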
PAFAH1B2 FP inh – blocks human PAF acetylhydrolase 1b catalytic subunit 2; P68402; recombinant PAFAH1B2, FP-rhodamine activity probe, fluorescence polarization; inhibition, % at 3.39 µM; 1.2% of 340,000 active; AID 492953;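 active = inhibition above the mean of all tested compounds plus 3 SD, cut at about 24% in these data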;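 note: 0% = enzyme with DMSO and 100% = wells lacking PAFAH1B2; many of its hits are not listed in these tables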
pPAFAH FP inh – inhibitors of human plasma PAF acetylhydrolase (pPAFAH); recombinant pPAFAH, FP-rhodamine probe fluorescence polarization; inhibition, % at 3.39 µM; 1.5% of 330,000 active; AID 463082;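 active = inhibition above the mean inhibition across the screen plus 3 SD, cut at about 25% in these data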;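 note: inhibitors block binding of the rhodamine activity-based probe so polarization drops; 0% = enzyme with DMSO and 100% = wells lacking pPAFAH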
Target sequence (Q13093 whole entry, looked up): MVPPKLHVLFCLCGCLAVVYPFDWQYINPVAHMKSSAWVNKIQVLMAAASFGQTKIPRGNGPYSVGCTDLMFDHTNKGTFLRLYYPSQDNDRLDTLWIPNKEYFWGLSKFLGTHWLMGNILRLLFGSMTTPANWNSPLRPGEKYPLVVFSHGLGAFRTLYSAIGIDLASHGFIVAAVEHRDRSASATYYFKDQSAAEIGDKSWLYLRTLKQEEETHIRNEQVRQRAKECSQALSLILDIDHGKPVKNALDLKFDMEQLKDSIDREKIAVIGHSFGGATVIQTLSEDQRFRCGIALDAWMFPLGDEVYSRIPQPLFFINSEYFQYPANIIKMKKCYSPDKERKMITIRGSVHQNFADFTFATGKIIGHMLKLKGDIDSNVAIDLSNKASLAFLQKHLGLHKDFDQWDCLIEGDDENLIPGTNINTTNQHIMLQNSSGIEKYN
ZTA DNA inh – blocks Epstein-Barr virus ZTA, an EBNA-1 counter-screen; ZTA-DNA binding, fluorescence polarization; inhibition, % at 11 µM; 0.15% of 320,000 active; AID 2234; in the data active = inhibition above about 33%
Target sequence (P03206 whole entry, looked up): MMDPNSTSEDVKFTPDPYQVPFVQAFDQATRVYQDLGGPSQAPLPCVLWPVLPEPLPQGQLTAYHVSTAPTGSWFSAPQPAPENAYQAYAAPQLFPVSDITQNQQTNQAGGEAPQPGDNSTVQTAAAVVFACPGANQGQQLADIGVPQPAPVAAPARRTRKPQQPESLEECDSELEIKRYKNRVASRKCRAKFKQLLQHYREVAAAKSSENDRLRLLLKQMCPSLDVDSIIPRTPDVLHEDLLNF
EBNA-1 inh – blocks EBNA-1 binding to DNA; 0.34% of 300,000 active; inhibition, % at 14.8 µM; EBNA-1 DNA binding, fluorescence polarization; in the data active = inhibition above about 28%
Starred values were filed as active, the others as inactive; nt = no result given; & = joins results of further samples. These rows are one share of the data; rates above refer to the full screens.

The opening 2 entries (preview)
smiles	EBNA-1 inh	PREPL inh	LYPLA2 counter	ZTA DNA inh	PAFAH2 FP inh	LYPLA1 inh	pPAFAH FP inh	PAFAH1B3 FP inh	PAFAH1B2 FP inh
COc1cc(/C=C/C(=O)OC(C)C(=O)NC2CCCCC2C)cc(Cl)c1OC (stereo unspecified)	0	7	8	5	-6	2	3	0	6
COC(=O)Cc1csc(Nc2ccc(F)c(Cl)c2)n1	-9	4	-1	-10	5	-1	25*	11	2

Main list, previewed entries included:
smiles	EBNA-1 inh	PREPL inh	LYPLA2 counter	ZTA DNA inh	PAFAH2 FP inh	LYPLA1 inh	pPAFAH FP inh	PAFAH1B3 FP inh	PAFAH1B2 FP inh
COc1cc(/C=C/C(=O)OC(C)C(=O)NC2CCCCC2C)cc(Cl)c1OC (stereo unspecified)	0	7	8	5	-6	2	3	0	6
COC(=O)Cc1csc(Nc2ccc(F)c(Cl)c2)n1	-9	4	-1	-10	5	-1	25*	11	2
COc1ccccc1N=c1oc2cc(O)ccc2cc1C(=O)NCC1CCCO1 (stereo unspecified)	5	13	-1	-4	0	0	26*	7	1
CCCC(C(=O)NCCC(C)C)N(Cc1ccc(OC)cc1)C(=O)c1snc(C(N)=O)c1N (stereo unspecified)	4	0	-4	15	-1	-2	7	9	6
Cc1cc(Cl)ccc1OC(C)C(=O)OCC(=O)c1ccc[nH]1 (stereo unspecified)	nt	10	nt	nt	2	nt	11	4	7
CN(C)CCCNCCCNC(=O)c1ccco1	3	3	-6	3	-5&-1	-3	3	8&-3	-1&1
CC(=O)Nc1ccc(/C(C)=N/NC(=O)c2ccc(F)cc2)cc1	-4	4	5	1	16	0	-3	15	6
COC(=O)c1cc(OC)c(OC)cc1NC(=O)c1ccccc1	8	4	5	-8	1	2	-4	-2	-2
Cc1ccc(S(=O)(=O)Nc2cc(C(C(=O)OC(C)C)C(=O)C(F)(F)F)c(O)c3ccccc23)c(C)c1 (stereo unspecified)	11	11	-15	12	-2	-7	10	5	4
O=C(N=C1SC2CS(=O)(=O)CC2N1c1ccc(Cl)cc1)C1CCCO1 (stereo unspecified)	-3	2	1	10	4	0	3	7	2
Cc1ccc(N(C)C(=O)C2CCCN2S(=O)(=O)c2cccc3nsnc23)cc1 (stereo unspecified)	-4	0	6	-7	2	1	7	6	6
COc1ccc(CC(=O)Nc2ccc(-c3noc(-c4cc(OC)c(OC)c(OC)c4)n3)cc2)cc1	8	2	1	14	-6	1	2	-4	7
C=CCNC(=O)CCNS(=O)(=O)c1ccc(Br)cc1	-6	-3	0	1	-3	0	-2	6	13
COc1ccc(OC(=O)Nc2ccc([N+](=O)[O-])cc2OC)cc1	-28	16	-5	-8	-1	-4	-8	2	3
COc1cccc(NC(=O)CSc2nccn(-c3ccc4c(c3)OCCO4)c2=O)c1	0	11	11	-9	-7	1	2	4	-1
CCOc1ccccc1-n1c(SCC(=O)N(C(C)C)C(C)C)nnc1-c1cccnc1	8	5	-5	20	-4	-2	4	2	3
O=C(CC1Nc2cccc3cccc(c23)NC1=O)Nc1ccc(F)cc1 (stereo unspecified)	-14	33	-1	12	6	-3	60*	7	6
COc1cc(C(F)(F)F)c(C(=O)N(C)c2ccc(Cl)cc2)cn1	-3	-3	0	-5	0	-1	1	-3	-1
COc1cc(OC)cc(C(=O)N2CCCC(c3nc(-c4ccc(C)o4)no3)C2)c1 (stereo unspecified)	6	1	0	-7	20	0	2	6	4
O=C(Nc1cccc(S(=O)(=O)N2CCOCC2)c1)c1c2c(nc3ccccc13)CCC2	13	-2	7	6	-4	-7	27*	2	-1

smiles	EBNA-1 inh	PREPL inh	LYPLA2 counter	ZTA DNA inh	PAFAH2 FP inh	LYPLA1 inh	pPAFAH FP inh	PAFAH1B3 FP inh	PAFAH1B2 FP inh
Cc1ccc(C(=O)COC(=O)c2cnccn2)cc1[N+](=O)[O-]	9	6	3	-6	1	0	5	7	5
CCOC(=O)N1CCN(c2ccc(C(C)=O)cc2F)CC1C (stereo unspecified)	-7	3	5	-12	-3	-2	-3	-2	2
CN(CCOc1ccccc1Cl)Cc1ccccc1	-3	-11	4	-19	-1	1	8	13	5
Cc1ccc(NC(C(N)=O)c2c(C)[nH]c(=O)[nH]c2=O)cc1 (stereo unspecified)	3	-4	2	1	4	4	-2	0	2
Cc1nc2ccccc2c(=O)n1/N=C/c1c(O)ccc2ccccc12	-4	24	4	-4	3	-5	5	16	6
COc1cc2c(cc1OC)C(C)N(C(=O)c1ccc(C)o1)CC2 (stereo unspecified)	9	0	0	18	-3	-5	7	3	10
CCC(C)n1c(SCC(=O)NC(=O)Nc2ccc3c(c2)OCCO3)nc2ccccc2c1=O (stereo unspecified)	11	3	-13	2	-3	-10	5	-7	1
COc1ccc(-n2cnnc2)cc1	-3	0	-1	-2	-6	-3	2	0	2
O=C1Nc2ccc(Cl)cc2C(C#CC2CC2)(C(F)(F)F)O1 (stereo unspecified)	-2	0	-1	-3	2	2	3	6	4
N#Cc1ccc(OCC(=O)Nc2ccc3[nH]c(=O)[nH]c3c2)cc1	-6	11	5	-1	4	2	5	8	2
Cc1ccc(-n2c(SCC(=O)NCCN3C(=O)CSC3=O)nnc2-c2ccccc2)cc1	10	12	2	12	4	-4	3	-5	-5
O=C(NCc1ccc2c(c1)OCO2)c1cc(-c2ccc(Cl)cc2Cl)on1	9	6	0	16	-3	-1	0	1	6
Cc1cc(C(=O)NCc2ccccc2)c(=O)[nH]c1C	6	7	4	7	-6	0	2	6	4
CC1CCCCN1C(=O)CCc1nnc(Cc2c[nH]c3ccccc23)o1 (stereo unspecified)	1	15	10	15	-2	4	6	4	3
CCOC(=O)C1=CN(Cc2cccc(Br)c2)S(=O)(=O)N(C)C1C (stereo unspecified)	nt	nt	nt	nt	5	nt	-4	8	0
COc1ccc(C(=O)CSc2nc(C)cc(C)n2)cc1C	-4	7	8	26	42*	-2	11	6	3
CCOC(=O)N1CCN(C(=O)c2oc(=O)c3ccccc3c2-c2ccc(C)cc2)CC1	4	-16	-9	-2	-1	-1	-12	-1	1
c1ccc(-n2c(-c3cccs3)nc3nc4ccccc4nc32)cc1	-1	22	11	-4	7	3	-1	5	4
COC(=O)c1sc2nc(C)cc(C)c2c1N	2	-1	-2	-1	0	-3	3	6	2
CC(=O)c1ccc(OCC(=O)OC(C)C(=O)NC2CCCCC2)cc1 (stereo unspecified)	nt	19	7	-15	5	2	3	-1	-6

smiles	EBNA-1 inh	PREPL inh	LYPLA2 counter	ZTA DNA inh	PAFAH2 FP inh	LYPLA1 inh	pPAFAH FP inh	PAFAH1B3 FP inh	PAFAH1B2 FP inh
CCc1cc2c(cc3c(=O)n(CC(=O)N4CCN(c5ccccn5)CC4)nc(CC)n32)s1	2	18	1	-6	-5	0	4	5	0
CCOc1c2c(nc3ccc(Cl)cc13)CCC2	-5	2	4	-5	9	-5	2	-5	-1
COc1ccc(CNC(=O)COC(=O)c2ccco2)cc1	-10	-3	6	-13	3	-3	0	7	8
CC(C)NC(=O)c1onc(CSc2cccc(Cl)c2)c1C(=O)O	3	5	2	-1	8	-4	3	-2	2
Cc1ccc(OCC(=O)N2CCc3ccccc3C2)c(Br)c1	-5	-25	1	-3	1	-3	8	-8	9
COc1ccc(NC(=O)CSc2nnc(-c3cnccn3)n2C)cc1OC	0	15	2	8	1	-3	1	2	-1
CN1CCN(C(=O)c2ccc(Cl)c(S(=O)(=O)N3CCCCC3)c2)CC1	4	8	4	13	-3	0	8	5	2
CN(CC(=O)Nc1ccncc1)S(=O)(=O)c1ccc(Cl)cc1	5	9	4	-3	-13	-4	2	2	4
O=C(COc1ccc([N+](=O)[O-])cc1)Nc1ccc(N2CCCC2)cc1	6	11	-6	10	1	6	1	9	1
CCCCC1(C(=O)OC)NC(c2ccc(O)cc2)C2C(=O)N(c3ccccc3)C(=O)C21 (stereo unspecified)	5	-1	-2	5	-2	-3	6	0	2
O=C(CNS(=O)(=O)c1ccc(Br)cc1)NCc1ccncc1	0	-5	-3	6	-4	-2	12	4	9
Cn1c(CN2CCOCC2)nnc1SCC(=O)Nc1ccc([N+](=O)[O-])cc1O	-11	11	-4	-6	-2	1	-8	7	-4
COCCNC(=O)c1ccc(CS(=O)(=O)c2ccccc2C)o1	-7	4	2	-5	3	-1	-2	5	1
O=C1C(Cl)=C(NCC2CCCO2)C(=O)N1c1cccc(Cl)c1Cl (stereo unspecified)	-7	-10	6	5	-3	-1	7	0	4
O=C(NC(Cc1ccccc1)c1ccc2c(c1)OCCCO2)c1ccccc1 (stereo unspecified)	0	-4	-6	-8	-5	-3	-3	-3	3
O=C(CSc1nnnn1-c1ccc(Cl)cc1)NC1CCS(=O)(=O)C1 (stereo unspecified)	nt	3	nt	nt	8	nt	-1	14	9
O=C(Cc1cccc2ccccc12)N/N=C/c1ccc2cccc(O)c2n1	0	-19	-6	3	2	-6	14	11	-2
CCOC(=O)N1CCN(S(=O)(=O)/C=C/c2ccccc2)CC1	14	5	8	2	-2	3	-1	-3	5
COc1ccc(-c2nc3c(-c4ccc(F)cc4)cnn3cc2C)cc1F	-10	14	0	-1	-2	4	-2	5	0
COc1ccc(-c2nc(SCC(=O)Nc3c(F)cccc3F)n[nH]2)cc1	-13	6	-4	7	4	0	5	4	4

smiles	EBNA-1 inh	PREPL inh	LYPLA2 counter	ZTA DNA inh	PAFAH2 FP inh	LYPLA1 inh	pPAFAH FP inh	PAFAH1B3 FP inh	PAFAH1B2 FP inh
Cc1ccc(NC(=O)c2ccc(CNc3c(N4CCC(C)CC4)c(=O)c3=O)cc2)cc1	-2	1	2	-12	-7	1	1	-1	-3
C#CCOCCOCCOCCNc1nc(N2CCN(C(=O)[C@H](CCCCN)n3cc(C(N)CO)nn3)CC2)nc(N2CCN(C(=O)[C@H](CCC(=O)O)n3cc(C(N)[C@H](C)CC)nn3)CC2)n1 (stereo partly specified)	6	-2	6	-6	nt	0	1	nt	nt
Cc1cc2ccccn2c1C(=O)c1nc(N2CCOCC2)ncc1Cl	2	16	2	-8	8	2	5	9	4
Cc1c(CN(C)C)c2c(n1C)C(=O)c1ccc(Br)cc1-2	-19	16	-1	6	6	2	5	17	-4
CCNc1nc2nonc2nc1NCC	-8	0	3	-14	-1	1	6	7	-1
COC(=O)c1ccc(C(=O)OC)c(NC(=O)COC(=O)c2ccc(OC)c(OC)c2OC)c1	-2	-2	-7	-4	0	-6	0	3	6
Cc1[nH]c(=S)c(C#N)c(C)c1Cc1ccccc1	-19	-5	3	6	nt	0	-1	nt	nt
CSc1cccc(NC(=O)C2CCCN(c3ncnc4c3nc3n4CCCCC3)C2)c1 (stereo unspecified)	-8	3	-6	-16	0	-4	6	3	-2
Cc1ccc(C(=O)CSc2nnc3c4ccccc4nc(C(C)(C)C)n23)cc1	-6	-1	-4	-21	-2	-6	-2	0	0
Cc1cccc(C)c1NC(=O)N1CC=C(n2c(=O)[nH]c3ccccc32)CC1	-5	4	4	0	-2	0	2	4	0
COC(=O)CCCC(=O)NC1CCCN(C2Cc3ccccc3C2)C1 (stereo unspecified)	-12	10	2	-20	17	-2	-2	1	4
O=C(NCc1ccc(C(F)(F)F)cc1)C1CC(c2ccccc2C(F)(F)F)=NO1 (stereo unspecified)	4	2	1	-28	0	2	9	3	16
CNc1nc2[nH]c(=O)c3c(c2s1)OC(N)=C(C#N)C3c1cccc(F)c1 (stereo unspecified)	1	10	-4	12	16	0	5	6	7
COc1ccccc1NC(=O)Cn1cnc2c(cnn2-c2ccc(C)c(C)c2)c1=O	22	-10	-8	1	-5	-6	2	1	0
Cc1ccc(S(=O)(=O)N(C)CC(=O)N2CCCCCCC2)cc1	1	5	-5	0	6	0	-3	5	7
CC1CCN(C(=O)CSc2nnc3c(n2)[nH]c2ccc(F)cc23)CC1	9	-7	6	-6	-3	5	5	-1	0
COc1ccc(-n2c(O)c(/C=N/Nc3nc(C)cc(C)n3)c3ccccc3c2=O)cc1OC	-2	31	3	4	5	1	0	7	3
